CCT modulator = modulators of cytosolic chaperonin (CCT/TRiC) activity; actives 0.3% (n = 360,000); purified chaperonin ATPase assay, HTRF ADP detection, 30 min; activity change, % (no concentration beside the values), hits read low; AID 651819; in the data active = activity change below about -30%; also: % is scaled to controls: 0 for no effect and ±100 for the full control effect
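First, chaperonin was dispensed at 40 nM or 20 nM final depending on batch activity. Next, compounds were pinned at 76 uM and ATP added at 10 uM. After 30 min at 37 °C, ADP detection reagents ran 30 min at ambient temperature.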
A549 tox = A549 cytotoxicity, counter-screen for Nrf2 inhibitors; A549 ARE-Fluc cells, CellTiter-Fluor viability, 18-24 h; Potency, µM (series often up to 46 µM), without a hit: top-dose activity change, negative = cytotoxicity, usual class: inhibitors; actives 0.16% (n = 390,000); AID 504648; also: potency is read from the fitted curve at half-maximal effect; % is scaled to controls: 0 for no effect and ±100 for the full control effect
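A549 ARE-Fluc cells in 5% FBS OPTI-MEM, 5000 cells/well, rested 2 h then exposed to compounds in concentration-response for 18-24 h at 37 °C. Viability by CellTiter-Fluor fluorescence (Ex 405/Em 525) after 30 min; luciferase luminescence (BugLite, 15 min, RT) read afterwards.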
MmCpn inh = M. maripaludis TRiC chaperonin inhibition | purified Mm-Cpn ATPase, ADP Transcreener TR-FRET | Potency, µM (top dose mostly 76.9 µM), inactives show at the highest dose activity, negative = inhibition, hits mostly inhibitors | actives 0.031% (n = 330,000); also: potency is read from the fitted curve at half-maximal effect; % is scaled to controls: 0 for no effect and ±100 for the full control effect; nearly all actives have a fitted effect of over 80% in size
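25 nM Mm-CPN + cpd, 10 min 37°C; + 10 uM ATP, 30 min 37°C; buffer 30 mM Tris pH 7.4, 100 mM KCl, 5 mM MgCl2, 1 mM DTT; Transcreener ADP HTRF detection 30 min RT.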
TGFb SMAD3 inh = TGF-b pathway inhibition | actives 1.2% (n = 410,000) | HepG2 CAGA-GFP TGF-b/SMAD3 reporter, GFP fluorescence, 18 h; TGF-beta stimulated, 500 pg/mL final | Potency, µM (titrated, usually from 46.1 µM), for the others: at the top dose activity, negative = inhibition, actives largely listed as inhibitors; also: potency is read from the fitted curve at half-maximal effect; % is scaled to controls: 0 for no effect and ±100 for the full control effect; nearly all actives have a fitted effect of over 65% in size
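Smad-responsive CAGA-GFP expression was quantified in HEPG2 cells exposed to compounds and 500 pg/mL final TGF-beta for 18 h at 37 degrees C; unstimulated wells defined full inhibition.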
HepG2 viability = HepG2 cytotoxicity, counter-screen for TGF-b inhibitors; HepG2 CAGA-GFP viability, ATP luminescence, 18 h; Potency, µM (highest dose often 46.1 µM), without a hit: at the top dose activity change, negative = cytotoxicity, actives largely listed as cytotoxic; actives 0.76% (n = 410,000); AID 588856; also: potency is read from the fitted curve at half-maximal effect; some results filed as inactive show a strong effect at the top dose
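HepG2 CAGA-GFP cells (1000/well, DMEM with 1% FBS) received compound, then TGF-beta at 500 pg/mL final, and were incubated 18 hours at 37 degrees C. Viability was read by CellTiter-Glo luminescence. Media-only wells were set as complete cell-killing and DMSO as no toxicity.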
Akt phos inh = inhibitors of Akt phosphorylation; Neuro2A IGF-stimulated pAkt S473 HTRF, 20 min; hits give low values; activity change, % for hits at 50 µM; actives 0.32% (n = 360,000); in the data active = activity change below about -80%; inconclusive = mostly about -51% to -80%; also: % is scaled to controls: 0 for no effect and ±100 for the full control effect
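Neuro2A cells (4,500/well, DMEM with 0.5% FBS) were treated with compound at a single 50 µM final concentration, stimulated with 6 nM IGF for 20 min at 37 °C, and lysed. Phospho-Akt Ser473 was read by HTRF as 665/615 ratio ×10^4.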
Nrf2 ARE act = activates Nrf2 signaling. AREc32 ARE-luciferase reporter (MCF7-derived line), luminescence, 24 h. Potency, µM (doses to about 46.1 µM), inactives show at the top dose activation, usual class: activators. actives 0.31% (n = 410,000). AID 624171; also: potency is read from the fitted curve at half-maximal effect; % of control where 0% means no effect; nearly all actives have a fitted effect of over 65% in size
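ARE activation measured as luciferase luminescence (Steady-Glo, 30 min RT) in AREc32_Fluc cells after 24 hr compound exposure at 37 deg C, 5% CO2; cells seeded overnight at 1000/well in OPTI-MEM, 5% FBS.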
Nrf2 block = Nrf2 pathway inhibition; actives 2.1% (n = 360,000); AID 504444; Potency, µM (highest dose often 46 µM), inactives show at the highest dose activity change, negative = inhibition, most hits filed as inhibitors; A549 ARE-Fluc reporter, luciferase luminescence, 18-24 h; also: potency is read from the fitted curve at half-maximal effect; % is scaled to controls: 0 for no effect and ±100 for the full control effect; nearly all actives have a fitted effect of over 60% in size
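Two sequential reads on A549 ARE_Fluc cells exposed to compound for 18-24 h: a CellTiter-Fluor fluorescence read for viability, then a luciferase luminescence read for Nrf2/ARE activity.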
Abeta rescue = A-beta toxicity reversal in yeast; yeast expressing A-beta42, growth rescue, OD600, 48 h; response scale: 0% DMSO, 100% iron-clioquinol control; Potency, µM (titrated, usually from 46.1 µM), for inactives: at the top dose growth rescue, most hits filed as activators; actives 0.063% (n = 410,000); AID 1347071; also: potency is read from the fitted curve at half-maximal effect; nearly all actives have a fitted effect of over 55% in size
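Yeast growth medium received pinned compounds, then yeast cells expressing toxic A-beta were added; plates incubated at 30 C for 48 hr. Growth read as absorbance at 600 nm, normalized to DMSO and equimolar FeCl3 plus clioquinol controls.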
* marks the source's active call; other numbers are inactive results; i = inactive; ? = inconclusive; nt = no result given; & = joins results of further samples; [ ] = remark or other dose. Unless noted, calls follow the shape of the dose curve; as a rule, active = well fitted curve in the direction sought with a large enough effect; inconclusive = small, poorly fitted or top-dose-only effect, or another doubt; inactive = no such curve, though single readings can be large; an effect the other way counts as inactive or inconclusive. No enrichment for hits. About 4.3% of those tested had a hit in this group.

SMILES | CCT modulator | A549 tox | MmCpn inh | TGFb SMAD3 inh | HepG2 viability | Akt phos inh | Nrf2 ARE act | Nrf2 block | Abeta rescue
COc1ccc(NC(=O)COc2cccc(-n3cnnn3)c2)cc1Cl | 2.6 | -4% | 0% | 3% | 5% | i | -0.1% | -18% | -9%
CC(C)CN(CCC(=O)O)CC(C)C | -0.7 | -10% | -1% | -15% | -3% | nt | -0.1% | 6% | 0%
COc1cc(/C=N/NC(=O)c2ccncc2)ccc1OC(=O)c1cccc(Br)c1 | -1.3 | 0% | 2% | -2% | -12% | i | 5.9% | 5% | 27%
COc1ccc(NC(=O)/C(Cl)=C(/Cl)S(=O)Cc2ccccc2Cl)cn1 (centres undefined) | -3.8 | 15µM* | -6% | 3.5µM* | 11µM* | i | -2.9% | -135% | -93%[inhibitor]
COc1ccc(NC(=O)Cn2c(=O)ccc3cc(S(=O)(=O)N4CCCC4)ccc32)cc1Cl | nt | -1% | nt | -26% | -37% | nt | 0.6% | nt | -14%
CCOC(=O)c1c(CNc2ccncc2)n(C)c2cc(Br)c(O)cc12 | -1.7 | -8% | ? | -1% | -28% | i | -0.4% | -12% | 5%
COc1ccc(CNC(=O)C[C@H]2C(=O)N(C3CCCCC3)C[C@@H]2Cc2ccccc2)cc1 | -1.2 | 0% | 1% | 25% | 36% | i | -0.8% | 4% | -5%
CCN1CCN(c2ccc(NC(=O)c3ccc(F)cc3)cc2Cl)CC1 | -2.8 | 2% | 0% | -2% | 0% | i | -0.1% | 19% | -22%
O=C(/C=C/c1cccs1)NCc1ccc2c(c1)OCO2 | 0.4 | -8% | 0% | -2% | -19% | i | 3.7% | 1% | 22%
CCc1ccc(OCC2Cn3c(nc4c3c(=O)[nH]c(=O)n4C)O2)cc1 (centres undefined) | -0.3 | -8% | -1% | -6% | -10% | i | 0.0% | 0% | -12%
COc1ccc(C(=O)Oc2c(Sc3ccc(C)cc3)c(C)nn2C(C)(C)C)c(OC)c1 | nt | 0% | nt | ? | -69% | nt | -1.3% | 1%[9.27 µM] | -12%
CC(Sc1nc(-c2ccc(F)cc2)cs1)C(=O)Nc1ccc(Cl)cn1 (centres undefined) | -0.4 | 2% | -8% | ? | -1% | i | -0.8% | 0% | -4%
CCC(C)c1ccc(NC(=S)N2CCN(S(C)(=O)=O)CC2)cc1 (centres undefined) | 0.3 | 2% | 0% | 1% | -1% | i | 0.4% | 9% | -10%
Oc1c(C(c2ccccc2F)N2CCCC2)sc2nc(-c3ccco3)nn12 (centres undefined) | nt | 4% | nt | 2% | 4% | nt | -0.2% | nt | 15%
Cc1ccc(C(c2nnnn2C2CCCC2)N2CCN(c3nc4ccccc4s3)CC2)cc1 (centres undefined) | 0.4 | -8% | nt | -20% | 2% | i | -0.1% | -11% | 6%
COc1cc(C(=O)NNC(=O)CCOc2ccccc2)cc(OC)c1OC | 0.2 | 15% | 2% | 8% | 0% | i | -0.7% | 8% | 0%
Cc1sc2ncnc(SCC(=O)NC3CCCC3)c2c1C | -0.8 | 15% | -15% | -2% | -41% | i | 3.1% | -18% | 3%
CC(=O)c1cc(C#N)c(N(C)Cc2ccccc2)nc1C | 1.8 | 0% | -1% | -2% | -7% | i | 2.1% | -2% | -5%
N#C/C(=C\c1cn(Cc2ccccc2F)c2ccccc12)C(=O)NCc1ccco1 | -2.3 | -3% | 1% | -4% | -34% | i | -0.4% | ? | 6%
COc1ccccc1CCNC(=O)C(=O)NCC1OCCN1S(=O)(=O)c1cc(F)ccc1F (centres undefined) | 0.6 | 2% | 0% | 5% | -2% | i | -0.5% | -13% | -4%
O=C(Cn1ncn2nc(-c3ccccc3)cc2c1=O)NCc1ccccn1 | -3.2 | 3% | 0% | -8% | 13% | i | -0.7% | 18% | 2%
Cc1ccccc1Cn1c(=O)n(CCc2ccccc2)c(=O)c2c(C)c(C)sc21 | nt | 1% | nt | ? | 1% | nt | -1.1% | 4% | -8%
CCC(CC)Nc1ccc(C(CC(N)=O)NC(=O)Cc2ccc(Br)cc2)cc1[N+](=O)[O-] (centres undefined) | -1.6 | -15% | 0% | 3% | 1% | i | -0.3% | ? | -7%
CC1CCN(S(=O)(=O)c2ccc3c(ccc(=O)n3CC(=O)NCc3ccccc3)c2)CC1 | nt | 0% | nt | ? | -20% | nt | 2.3% | nt | -3%
COc1cccc(N(C(=O)Cn2nnc(-c3cccs3)n2)C(C(=O)NC2CCCCC2)c2ccncc2)c1 (centres undefined) | -1.8 | 1% | 0% | ? | 18% | i | 0.4% | 2% | 10%
Cc1cc(NC(=O)CN2CCCCC2C)no1 (centres undefined) | -1.4 | 1% | -2% | -8% | -5% | i | -0.9% | -7% | -3%
O=S(=O)(c1cccc(C(F)(F)F)c1)N1CCC(O)(c2cccnc2)CC1 | 0.2 | 7% | -3% | 2% | -20% | i | -0.1% | 0% | 1%
Cn1c(SCC(=O)NC2CCCCC2)nnc1-c1ccccn1 | -0.1 | -1% | 0% | -2% | -2% | i | -0.3% | -21% | 6%
CC(=O)N(CN1C(=O)c2ccccc2C1=O)c1cccc(C)c1 | 0.4 | 0% | 1% | -10% | -18% | i | 0.1% | 14% | 16%
CC(C)CNC(=O)C1(C)CCCCCN1C(=O)c1csnn1 (centres undefined) | -0.3 | nt | nt | 9% | -4% | i | 0.4% | nt | -13%
Clc1ccc(-c2nnc(C3CCCCC3)o2)cc1 | -2.8 | 2% | 2% | 1% | -1% | i | -0.1% | ? | -7%
O=C(O)CCCC(=O)Nc1ccc(-n2ccc(C(F)(F)F)n2)cc1 | -1.1 | 0% | -2% | -6% | -2% | i | 0.0% | 2% | 10%
CCC(C)NC(=O)CCC(=O)NNc1nc2ccccc2c2nc(C)nn12 (centres undefined) | 0.7 | 5%&-4% | 1% | -3%&1% | 0%&0% | i | -0.3%&2.8% | ? | -11%&21%
CCCOc1ccc(CNC(=O)Cc2cccs2)cc1 | -1.6 | -5% | -2% | -21% | -5% | i | 0.7% | ? | -5%
O=C(O)c1cc([N+](=O)[O-])ccc1N1CCC(Cc2ccccc2)CC1 | 2.0 | ? | 2% | 0% | -16% | i | 0.3% | ? | -24%
CCCCc1c(C)nc2cc(-c3ccco3)[nH]n2c1=O | -0.3 | 2% | 0% | -7% | -24% | i | 13% | ? | 12%
CN(c1ccccc1C(N)=O)S(=O)(=O)c1ccccc1 | -1.8 | 12% | -1% | 16% | 0% | i | -0.2% | nt | -3%
COc1ccc(S(=O)(=O)N2CCN(CC(=O)c3[nH]c(C)c(C(C)=O)c3C)CC2)cc1OC | -1.3 | 2% | -1% | -3% | 14% | i | -0.2% | -8% | 6%
Cc1cc(Nc2ccccc2C(=O)O)nc2nc3ccccc3c(=O)n12 | -1.5 | nt | 0% | 18% | -13% | i | 3.4% | ? | -13%
Cc1ccc(-n2nc(C)c3c(C)c(CCC(=O)O)c(C)nc32)cc1 | 1.1 | -13% | -2% | 15% | -11% | i | -0.2% | -26% | -9%
N#Cc1c(N2CCOCC2)nsc1-c1ccccc1 | -0.6 | -4% | ? | 14% | 2% | i | 13% | ? | -9%
C/C(=N/Oc1nc(C)cc(C)n1)c1ccc(F)cc1 | -0.8 | -14% | 12% | -1% | -7% | i | -0.5% | ? | 6%
COc1cc(-c2cc3nc(NCCc4ccncc4)ccn3n2)cc(OC)c1OC | -2.3 | nt | nt | 34% | -4% | i | 3.7%[9.22 µM] | nt | 9%
COc1ccc(NC(=O)C2(C)Cc3c(-c4ccc(N(C)C)cc4)ccnc3O2)cc1OC (centres undefined) | 0.2 | nt | nt | 7% | -21% | i | -0.2%[9.22 µM] | nt | 3%
C=C1CSc2nc(=O)c3c(C)c(C)sc3n21 | 1.0 | 1% | -2% | 23% | -13% | i | -0.4% | 4% | 5%
CCOc1ccc(C(=O)NCC(=O)OCC(=O)Nc2nnc(-c3ccccc3)o2)cc1 | -1.1 | -10% | 0% | -3% | -2% | i | 0.2% | 3% | 10%
COc1ccccc1CNc1nc(NCc2ccc(NC(C)=O)cc2)c2sccc2n1 | 0.2 | nt | nt | 18µM* | -78% | i | 10% | nt | 2%
O=C(CSc1nnc(CNC(=O)c2c(F)cccc2F)o1)Nc1ccc2c(c1)OCO2 | 1.0 | -3% | 0% | 11% | 2% | i | -0.4% | -1% | 8%
CN1CCCN(C(=O)c2cc(=O)[nH]c3ccccc23)c2nc3ccccc3nc21 | 0.6 | -13% | -1% | 1% | -16% | i | -0.7% | 19% | 22%
O=[N+]([O-])c1cc(-c2ccc(/C=N/n3cnnc3)o2)ccc1Cl | -0.6 | -7% | -2% | 3% | 2% | i | 0.1% | ? | -7%
COc1ccc(-c2nc3c(c(SCC(=O)Nc4ccccc4F)n2)Cc2cc(C)ccc2O3)cc1 | nt | 6% | nt | -1% | -15% | nt | 3.3% | 1% | -18%

3 compounds from above, ordered by the number in MmCpn inh, rising.
molecule | MmCpn inh
O=[N+]([O-])c1cc(-c2ccc(/C=N/n3cnnc3)o2)ccc1Cl | -2%
CN1CCCN(C(=O)c2cc(=O)[nH]c3ccccc23)c2nc3ccccc3nc21 | -1%
CCOc1ccc(C(=O)NCC(=O)OCC(=O)Nc2nnc(-c3ccccc3)o2)cc1 | 0%

Screens (PubChem BioAssay)
